OX1R antag-1 – OX1R (HCRTR1) antagonists, primary screen, fluorescence, CHO/OX1R cells, Fluo-8 calcium, orexin A; Orexin/Hypocretin receptor type 1 (Homo sapiens), O43613; Fluo-8 calcium fluorescence; inhibition, % at 5 µM; 0.43% of 330,000 active; AID 434989, 2010;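 active = inhibition above its plate's threshold, mean inhibition of all tested compounds on the plate plus 3 SD, cut at about 37% in these data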;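 note: 0% = orexin A challenge wells and 100% = SB-334867-A antagonist wells; not every result past the cut was called active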
Target sequence (O43613 whole entry, looked up): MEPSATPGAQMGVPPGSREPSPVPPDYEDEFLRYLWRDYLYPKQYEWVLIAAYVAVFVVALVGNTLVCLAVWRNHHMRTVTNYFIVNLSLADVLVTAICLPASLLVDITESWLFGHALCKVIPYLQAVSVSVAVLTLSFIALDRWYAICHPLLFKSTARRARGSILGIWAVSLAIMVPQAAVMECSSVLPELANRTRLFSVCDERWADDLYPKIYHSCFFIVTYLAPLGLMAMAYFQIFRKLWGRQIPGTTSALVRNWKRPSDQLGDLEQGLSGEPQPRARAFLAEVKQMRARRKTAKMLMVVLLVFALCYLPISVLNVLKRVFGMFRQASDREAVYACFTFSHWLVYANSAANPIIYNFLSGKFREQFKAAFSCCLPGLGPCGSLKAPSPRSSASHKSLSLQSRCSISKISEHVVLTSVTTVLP
CHT PAM – CHT positive allosteric modulators, primary screen, cell-based, membrane potential dye, choline EC20 | 0.49% of 310,000 active | B-score at 10 µM | CHT-expressing cells; stronger effect = higher value; LV-AA mutant CHT in HEK293 cells;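 active = initial fluorescence not abnormally high and integrated response B-score, plate-corrected, over 3 SD above library mean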
Target sequence (Q9GZV3 whole entry, looked up): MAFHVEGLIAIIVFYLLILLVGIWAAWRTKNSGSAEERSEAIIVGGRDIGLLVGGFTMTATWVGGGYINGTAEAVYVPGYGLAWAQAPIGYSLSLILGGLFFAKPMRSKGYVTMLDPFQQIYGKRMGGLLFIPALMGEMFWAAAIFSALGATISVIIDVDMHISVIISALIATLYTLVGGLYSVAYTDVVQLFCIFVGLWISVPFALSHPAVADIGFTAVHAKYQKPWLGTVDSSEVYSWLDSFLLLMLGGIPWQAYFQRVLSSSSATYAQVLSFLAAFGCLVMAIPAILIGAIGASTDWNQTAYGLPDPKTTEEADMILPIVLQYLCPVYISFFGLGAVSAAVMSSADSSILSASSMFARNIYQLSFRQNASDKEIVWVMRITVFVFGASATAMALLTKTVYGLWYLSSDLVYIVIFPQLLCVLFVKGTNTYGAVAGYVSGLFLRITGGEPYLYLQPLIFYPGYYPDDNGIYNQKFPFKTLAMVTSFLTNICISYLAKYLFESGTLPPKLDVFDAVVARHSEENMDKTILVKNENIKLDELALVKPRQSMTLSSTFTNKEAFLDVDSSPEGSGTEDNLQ
OX1R antag-2 – antagonists of human orexin 1 receptor (OX1R); OX1R-expressing cells, FRET antagonist read-out; inhibition, % at 6.6 µM; 1.8% of 330,000 active; AID 485270, 2010; in the data active = inhibition mostly above about 38%, no sharp cut-off; inactive = mostly below about 40%;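 note: 0% = agonist challenge alone and 100% = reference antagonist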
An asterisk follows results filed as active; i = inactive; · = not tested or not shown.

SMILES | OX1R antag-1 | CHT PAM | OX1R antag-2
CCCOc1ccc(C(C)=O)cc1CC(C(=O)OCC)C(=O)OCC | -38 | i | 20
CCOC(=O)N1CCN(C(=O)CNC(=O)c2nn(-c3ccc(OC)cc3)c(=O)c3ccccc23)CC1 | -23 | i | 18
Cc1ccc2c(c1)C(c1ccc(F)cc1)N(C(=O)c1ccccc1Br)CC(=O)N2 (centres undefined) | -54 | i | 0
Cc1cc(C)c(C#N)c(SCC(=O)Nc2cc(C)on2)n1 | -10 | · | 7
Cc1ccc(-n2c3nc(=O)n(C)c(=O)c-3cc3ccccc32)cc1 | -10 | i | 50*
Cc1ccc(N2CC(C(=O)Nc3ccc(S(=O)(=O)N4CCOCC4)cc3)CC2=O)cc1Cl (centres undefined) | -9 | i | 14
CNC(=O)n1cc(C)c(-c2cccs2)n1 | 6 | i | 6
COc1cc(OC)c(-c2nc(-c3ccncc3)no2)cc1OC | -10 | i | 13
COc1ccc(NC(=O)c2cccs2)cc1NC(=O)c1ccco1 | -11 | i | 12
N[C@@H](Cc1ccccc1)C(=O)N1CCC(C(=O)N[C@@H](Cc2c[nH]c3ccccc23)C(=O)O)CC1 | -4 | i | 1
COc1ccc(C(=O)O/N=C(\N)c2ccc(OC)c(OC)c2)c(OC)c1 | 8 | i | 63*
CC(Sc1ncn[nH]1)C(=O)Nc1ccc(Cl)cn1 (centres undefined) | -3 | i | 0
CSc1ccccc1NC(=O)CN(C)C(=O)C1CC(=O)N(C(C)c2ccccc2)C1 (centres undefined) | -13 | · | 5
CSc1ccccc1NC(=S)N/N=C/c1cccn1Cc1ccc(F)cc1 | 3 | i | 19
CCCOC(=O)c1[nH]c2c(c1C)C(=O)CC(c1ccc(OC)c(OC)c1)C2 (centres undefined) | -20 | i | 9
Cc1ccc(SC[C@H](Cc2ccccc2)N2CC[C@@H](C)CCC2=O)cc1 | -12 | i | 18
Cc1cc(C(=O)OCC(=O)NC(C)C)c(C)o1 | 8 | i | 7
COc1ccccc1C1C(C#N)=C(N)Oc2cc(C)n(CCCn3ccnc3)c(=O)c21 (centres undefined) | -3 | i | 12
Cc1noc(C)c1NC(=O)Nc1cccc2c1O[C@H](CN(C)C(=O)Nc1ccccc1)[C@@H](C)CN([C@H](C)CO)C2=O | 1 | · | 7
CCOC(=O)Cc1[nH]nc2c1C(c1ccoc1)C(C#N)=C(N)O2 (centres undefined) | -14 | i | 17
COc1cc(CNCc2ccc(SC)cc2)cc(OC)c1 | -6 | i | 8
Cc1ccc(-c2cc(C(=O)OCC(=O)Nc3cc(C)on3)c3ccccc3n2)c(C)c1 | -7 | i | 4
Cc1cc(/C=C2\SC(=S)NC2=O)c(C)n1-c1cccc(O)c1 | 7 | i | 22
O=C(CCl)Nc1cccc(CP(=O)(c2ccccc2)c2ccccc2)c1 | -3 | i | 20
CCN(CC)CCN(Cc1cc2cc3c(cc2[nH]c1=O)OCO3)C(=S)NCc1ccco1 | -33 | i | 24

The last 2 compounds of the section above are carried over, then new ones follow:
SMILES | OX1R antag-1 | CHT PAM | OX1R antag-2
O=C(CCl)Nc1cccc(CP(=O)(c2ccccc2)c2ccccc2)c1 | -3 | i | 20
CCN(CC)CCN(Cc1cc2cc3c(cc2[nH]c1=O)OCO3)C(=S)NCc1ccco1 | -33 | i | 24
COc1ccccc1NC(=O)Nc1nc(CC(=O)N2CCN(c3ccccc3)CC2)cs1 | -31 | i | 4
COc1ccc(-c2cc(C(=O)NC(C(=O)O)C(C)C)c(C)o2)cc1OC (centres undefined) | -26 | i | 22
Cc1c(NC(=O)CN2C(=O)c3cccc4cccc2c34)c(=O)n(-c2ccccc2)n1C | -13 | i | 76*
CC1(C)CC(=O)C(C(=O)c2ccccc2)C(=O)C1 | -9 | i | 2
O=C(O)CCC(=O)N1N=C(c2cccs2)CC1c1cccc([N+](=O)[O-])c1 (centres undefined) | 6 | i | 8
O=C1CN(c2nc(-c3cccnc3)nc3scc(-c4ccccc4)c23)CCN1 | -22 | i | -4
CN(C)c1ccc(NC(=O)C[n+]2ccccc2)cc1 | -1 | i | 12
O=C(/C=C/c1ccco1)NC(=S)Nc1ccccc1Br | -10 | i | 2
COc1cccc(N2CCN(C(=S)Nc3ccc(C)cc3C)CC2)c1 | -8 | i | 15
O=C(NCc1cccnc1)c1cc(-c2cccs2)on1 | -23 | i | -1
O=C(O)Cn1c(SCc2ccccc2)nc2ccccc21 | -11 | i | 16
C#CCOCCOCCOCCNc1nc(N2CCN(C(=O)CCCCCCCCCCNC(=O)Cn3cc(CCCCCN)nn3)CC2)nc(N2CCN(C(=O)CCCCCCCCCCNC(=O)Cn3cc(CCCCCN)nn3)CC2)n1 | -12 | i | -10
CCCCn1nc2cc(C(=O)NCc3cc(C(F)(F)F)cc(C(F)(F)F)c3)ccc2c1OCC | -32 | i | 13
Cn1nc(C(F)(F)F)cc1C(=O)O | 5 | i | 13
Cc1ccc(C(O)P(=O)(OC(C)C)c2ccc(N(C)C)cc2)cc1 (centres undefined) | -14 | i | -2
CC(C)NC(=S)NNc1nc2ccccc2s1 | -22 | i | 15
COC(=O)CSc1nnc(C)n1-c1ccc(C)cc1 | -1 | i | 6
CCN(CC)c1ccc(NC(=O)COC(=O)CCC(=O)c2ccc(F)cc2)cc1 | -19 | i | 19
COc1ccc(CONS(=O)(=O)c2ccc(NC(C)=O)cc2)cc1Cl | -11 | i | 12
COc1ccc2c(c1)S(=O)(=O)c1ccccc1N2 | -15 | i | 13
O=C1NC(=S)S/C1=C\c1coc2ccccc2c1=O | -9 | i | 64*
COc1ccc(NC(=O)CSc2nnc(-c3ccccc3Cl)n2Cc2ccco2)c(OC)c1 | -7 | i | 52
COc1cccc(CN=c2c([N+](=O)[O-])nn(-c3ccccc3C)n2O)c1 | -18 | i | 20
Cc1ccc(-c2noc(CSc3nc(N)cc(N)n3)n2)cc1 | 9 | i | 11
CCc1ccc(NC(=O)CC2C(=O)NCCN2C(=S)Nc2ccccc2)cc1 (centres undefined) | -10 | i | 1

Remaining list, next part.
SMILES | OX1R antag-1 | CHT PAM | OX1R antag-2
CCCCOCCCNC(=O)c1ccc([N+](=O)[O-])c(C)c1 | -14 | i | 27
CCC1(c2ccc(F)cc2)NC(=O)N(CC(=O)NCc2ccccc2Cl)C1=O (centres undefined) | -23 | i | 0
O=C(O)c1ccccc1NS(=O)(=O)c1cccc2cccnc12 | -9 | i | 11
CCCS(=O)(=O)N1CCN(Cc2ccco2)CC1 | -10 | i | 10
CN(C)S(=O)(=O)c1cccc(NC(=O)c2cc3ccccc3o2)c1 | -7 | i | 21
O=C(NC1=NCCS1)C12CC3CC(C1)CC(C(=O)NC1=NCCS1)(C3)C2 | 9 | i | 28
Cc1ccc(C(=O)NCC(=O)N2CCC(Cc3ccccc3)CC2)cc1 | -16 | i | 10
CCCn1nnnc1NCc1ccc(SC)cc1 | -10 | i | -5
COCCn1c(SCC(=O)N2CCCCC2)nc2c(c1=O)SC(C)C2 (centres undefined) | -21 | i | 15
CCN(CC)S(=O)(=O)c1ccc(NC(=O)CSc2cccc[n+]2[O-])cc1 | -10 | i | 11
CSC(=S)N/N=C/c1ccccc1 | -14 | i | 4
CC1(c2ccc(OC(F)F)cc2)NC(=O)N(CC(=O)Nc2cccc(S(N)(=O)=O)c2)C1=O (centres undefined) | -2 | i | 10
Cc1ccc2c(c1)C=CC(C)(C)S2(=O)=O | 3 | i | 27
COc1cccc(C2/C(=C(/O)c3ccccc3)C(=O)C(=O)N2Cc2ccco2)c1 (centres undefined) | -2 | i | 8
CCCN(CCC)C(=O)CC(c1ccccc1)c1cc(C)ccc1O (centres undefined) | -34 | i | 4
CCOC(=O)c1ccc2[nH]c(C)c(CCC(C)=O)c(=O)c2c1 | 11 | i | -4
O=S(=O)(c1ccc2c(c1)OCCO2)N1CCC(n2nnc3cc(F)ccc32)CC1 | -20 | i | 23
COc1ccc(S(=O)(=O)N(CCc2ccccc2)CC(N)=O)cc1 | -7 | i | 16
Cc1cc(NC(=S)NC(=O)c2ccccc2)ccc1-c1cc2ccccc2oc1=O | -20 | i | 30
O=C(O)c1ccc(CN2C(=O)c3ccccc3S2(=O)=O)cc1 | -21 | i | 37
Cc1cc2ccccc2n1CCNC(=O)C(C)(C)C | -9 | i | 8
Cc1nc2ccccc2c2c1CC(C(C)(Cl)Br)O2 (centres undefined) | 16 | i | 44
Cn1c(C(=O)OCC(=O)NCc2ccc(F)cc2)cc2occc21 | -12 | i | 32
CCOc1ccccc1OCC(=O)NN1Cc2ccccc2C1=N | -24 | i | 37
CCOc1ccc(NC(=O)CSc2nc(=O)n(CCCN3CCOCC3)c3c2CCC3)cc1 | -21 | i | 15

(more compounds)
SMILES | OX1R antag-1 | CHT PAM | OX1R antag-2
COc1ccc(NC(=O)C(CC(=O)O)Cc2ccc(Cl)cc2)cc1 (centres undefined) | -8 | i | 15
O=C(CCN1C(=O)c2ccccc2C1=O)Nc1cccc(O)c1 | -17 | i | 19
COC(=O)c1cnc(Oc2ccc(NC(=O)NC(=O)c3c(F)cccc3Cl)cc2)cc1C(F)(F)F | -34 | i | 9
COC(=O)Nc1sc2c(c1C(=O)N1CCOCC1)CCC(C)C2 (centres undefined) | -13 | i | 9
c1ccc(CSc2nccc(-c3ccco3)n2)cc1 | -25 | i | 14
Cc1cc(-c2csc3ncnc(N4CCN(C)CC4)c23)cc(C)c1C | -15 | i | 21
Nc1nc(SCC(=O)Nc2ccccc2)[nH]c(=O)c1NC(=O)c1cccs1 | 4 | i | 11
O=C(Nc1ncn[nH]1)c1cc(S(=O)(=O)Nc2cccc(C(F)(F)F)c2)ccc1Cl | -13 | i | 7
Cn1cc(S(=O)(=O)CC(=O)N2CCc3ccccc32)c2ccccc21 | -17 | i | 0
Cc1cccc(-n2cnc(C(=O)Nc3cccnc3)c2)n1 | -2 | i | 34
COc1cccc(-n2c(Cc3cc(=O)[nH]c(=O)[nH]3)nnc2SCC(=O)NC2CCCC2)c1 | -10 | i | 10
Nc1nnc(SCC(=O)Nc2cccc(S(=O)(=O)N3CCCCC3)c2)s1 | -13 | · | 0
CCOc1ccc(CCNC(=O)Cn2ccc3ccccc3c2=O)cc1OCC | -15 | i | 19
COc1cc(C2NC(=O)NC(C)=C2C(=O)OC(C)C)ccc1OC(=O)c1ccco1 (centres undefined) | -18 | i | -5
CC1(C)CC(=O)N(c2cc(Cl)ccc2Cl)C(=O)C1 | -13 | i | 2
Cc1ccc(NC(=O)c2cc(S(=O)(=O)N3CCCC3)cn2C)cc1 | -14 | i | 19
O=C(c1nc2ccccc2s1)N1CCSCC1 | 1 | i | 12
CC(NC(=O)COc1ccccc1)C(=O)N1CCN(c2ccccc2)CC1 (centres undefined) | -3 | · | 1
COc1ccc(C(C(=O)NC(C)(C)C)N(CCc2ccccc2)C(=O)CCC(=O)Nc2cc(C)on2)cc1 (centres undefined) | -17 | i | 8
Cc1ccc(C)c(OCCC(=O)OCC(=O)Nc2cccc(S(=O)(=O)N3CCCC3)c2)c1 | -17 | i | 19
O=C(COc1ccccc1)Nc1ccc(C(=O)N2CCCC2)cc1 | -13 | i | 11
CC(=O)c1ccc(N2CCN(C(=O)c3ccc4nc[nH]c4c3)CC2)cc1 | -6 | i | 8
COc1ccc(Cc2nc(-c3cccs3)no2)cc1 | -2 | i | 15
O=C1COc2ccc(C(=O)COC(=O)Cc3ccsc3)cc2N1 | -16 | i | 6
CN(Cc1ncc[nH]1)C(=O)CC1C(=O)NCCN1Cc1c(F)cccc1Cl (centres undefined) | -8 | i | 5
CCO[C@@H]1OC(C(=O)N2CCN(C)CC2)=C[C@H](c2csc3ccccc23)[C@H]1CCCO | -23 | i | 21

Among those listed so far, 12 contain a Cl atom:
SMILES | OX1R antag-1 | CHT PAM | OX1R antag-2
Cc1ccc(N2CC(C(=O)Nc3ccc(S(=O)(=O)N4CCOCC4)cc3)CC2=O)cc1Cl (centres undefined) | -9 | i | 14
CC(Sc1ncn[nH]1)C(=O)Nc1ccc(Cl)cn1 (centres undefined) | -3 | i | 0
O=C(CCl)Nc1cccc(CP(=O)(c2ccccc2)c2ccccc2)c1 | -3 | i | 20
COc1ccc(CONS(=O)(=O)c2ccc(NC(C)=O)cc2)cc1Cl | -11 | i | 12
COc1ccc(NC(=O)CSc2nnc(-c3ccccc3Cl)n2Cc2ccco2)c(OC)c1 | -7 | i | 52
CCC1(c2ccc(F)cc2)NC(=O)N(CC(=O)NCc2ccccc2Cl)C1=O (centres undefined) | -23 | i | 0
Cc1nc2ccccc2c2c1CC(C(C)(Cl)Br)O2 (centres undefined) | 16 | i | 44
COc1ccc(NC(=O)C(CC(=O)O)Cc2ccc(Cl)cc2)cc1 (centres undefined) | -8 | i | 15
COC(=O)c1cnc(Oc2ccc(NC(=O)NC(=O)c3c(F)cccc3Cl)cc2)cc1C(F)(F)F | -34 | i | 9
O=C(Nc1ncn[nH]1)c1cc(S(=O)(=O)Nc2cccc(C(F)(F)F)c2)ccc1Cl | -13 | i | 7
CC1(C)CC(=O)N(c2cc(Cl)ccc2Cl)C(=O)C1 | -13 | i | 2
CN(Cc1ncc[nH]1)C(=O)CC1C(=O)NCCN1Cc1c(F)cccc1Cl (centres undefined) | -8 | i | 5

Compound activity (PubChem)
